Avidin bead fluor: avidin bead compound fluorescence profile | fluorescence (KMESF) at 10 µM | actives 0.38% (n = 220,000) | AID 1775 | Avidin beads, compound fluorescence 488/530 nm, flow cytometry; active compounds read high; in the data active = fluorescence above about 47; also: inactives centre near 10
ABCB1 inh: human ABCB1 inhibition, ABCG2 as counter-screen; actives 0.067% (n = 190,000); AID 1326; P08183; CCRF-Adr cells, JC-1 efflux, flow cytometry; inhibition, % at 6.6 µM; in the data active = inhibition above about 40%;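 also: 0% = vehicle and 100% = reference inhibitor; higher value means more JC-1 retained so stronger ABCB1 efflux block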
Target sequence (P08183 whole entry, looked up): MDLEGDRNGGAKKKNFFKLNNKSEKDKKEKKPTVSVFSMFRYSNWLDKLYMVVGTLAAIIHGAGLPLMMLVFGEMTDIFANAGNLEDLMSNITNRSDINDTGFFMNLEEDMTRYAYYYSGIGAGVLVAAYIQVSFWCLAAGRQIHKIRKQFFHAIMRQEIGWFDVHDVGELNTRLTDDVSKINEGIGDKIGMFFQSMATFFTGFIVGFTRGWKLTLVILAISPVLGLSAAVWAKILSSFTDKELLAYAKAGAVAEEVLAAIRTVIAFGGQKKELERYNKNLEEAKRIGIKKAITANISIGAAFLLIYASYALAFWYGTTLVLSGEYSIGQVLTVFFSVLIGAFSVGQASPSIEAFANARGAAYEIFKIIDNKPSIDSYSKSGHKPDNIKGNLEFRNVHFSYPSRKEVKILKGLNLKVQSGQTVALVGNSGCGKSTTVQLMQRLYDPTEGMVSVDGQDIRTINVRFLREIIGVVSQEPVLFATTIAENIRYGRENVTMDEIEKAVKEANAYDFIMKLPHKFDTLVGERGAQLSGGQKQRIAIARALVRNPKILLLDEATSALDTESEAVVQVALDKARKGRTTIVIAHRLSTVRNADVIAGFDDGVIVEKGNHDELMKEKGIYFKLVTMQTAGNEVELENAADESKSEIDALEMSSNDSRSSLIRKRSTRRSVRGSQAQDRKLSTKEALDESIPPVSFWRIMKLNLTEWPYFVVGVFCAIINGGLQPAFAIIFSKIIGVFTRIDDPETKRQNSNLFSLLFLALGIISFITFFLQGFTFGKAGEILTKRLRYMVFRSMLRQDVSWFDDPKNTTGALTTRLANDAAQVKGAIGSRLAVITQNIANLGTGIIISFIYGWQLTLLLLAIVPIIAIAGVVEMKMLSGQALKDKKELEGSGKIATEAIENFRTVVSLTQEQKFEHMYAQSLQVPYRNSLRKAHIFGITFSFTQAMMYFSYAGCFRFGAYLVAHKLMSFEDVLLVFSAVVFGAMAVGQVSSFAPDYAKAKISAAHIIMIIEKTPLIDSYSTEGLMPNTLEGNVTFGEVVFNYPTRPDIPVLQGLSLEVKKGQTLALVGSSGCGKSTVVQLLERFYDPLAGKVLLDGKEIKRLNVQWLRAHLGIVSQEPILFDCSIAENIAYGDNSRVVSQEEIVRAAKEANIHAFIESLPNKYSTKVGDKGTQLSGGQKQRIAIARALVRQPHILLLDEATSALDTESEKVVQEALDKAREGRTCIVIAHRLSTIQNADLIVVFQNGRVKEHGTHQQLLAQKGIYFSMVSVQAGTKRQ
RGS4-Gao reg: human RGS4-Galphao interaction regulation. P09471. Multiplexed bead flow cytometry, RGS4-Galphao binding; actives lie on both sides. binding response (% of control), % at 10 µM. actives 0.33% (n = 220,000). AID 1415; in the data active = binding response below about 49% or above about 150%; inactive = in between;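 also: fluorescent Galphao activated with aluminum fluoride binding bead-coupled RGS4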
ABCG2 inh: human ABCG2 inhibition, ABCB1 as counter-screen | Q9UNQ0 | IgMXP3 cells, JC-1 efflux, flow cytometry | inhibition, % at 6.6 µM | actives 0.1% (n = 190,000) | AID 1325;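 active = inhibition above 80%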;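 also: 0% = DMSO and 100% = nicardipine control wells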
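Times: 10 min at 25 °C | Test system: Two drug-resistant human cell lines, ABCG2 and ABCB1 | Quantity: 3 million cells/mL final, two lines in 1:1 ratio | Signal: Flow cytometry, 530 nm JC-1 signal | Dosing: Compound at 6.6 µM | Controls: Nicardipine and DMSO wells | Reagent: JC-1 as fluorescent efflux pump substrate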
Bim-Bcl-XL: disrupts Bim peptide binding to human Bcl-XL | Q07817 | bead flow cytometry, fluorescence | inhibition, % at 10 µM | actives 0.04% (n = 190,000)
Bim-Bcl-B: disrupts Bim peptide binding to human Bcl-B. Q9HD36. bead-based flow cytometry. inhibition, % at 10 µM. actives 0.073% (n = 190,000);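 also: 0% = tracer peptide without compound and 100% = reference inhibitor peptide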
GSH fluor: GSH bead compound fluorescence profile. GSH beads flow cytometry, compound fluorescence 488/530 nm; active compounds read high. fluorescence (KMESF) at 10 µM. actives 0.25% (n = 190,000); in the data active = fluorescence above about 89;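 also: glutathione beads carrying GST-tagged Bcl family fusion proteins plus one bare bead set; values are compound well signal with DMSO vehicle wells as background; inactives centre near 16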
Bcl-W Bim block: inhibitors of Bim-Bcl-W interaction, human | Q92843 | bead-based flow cytometry, Bim peptide-Bcl-W binding | inhibition, % at 10 µM | actives 0.02% (n = 190,000) | AID 952;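 also: 0% = bound tracer without compound and 100% = peptide blocker; higher means less fluorescent Bim peptide bound to Bcl-W beads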
RGS7-Gao: modulates binding of RGS7 to human Galphao; Multiplexed bead flow cytometry; actives lie on both sides; binding response (% of control), % at 10 µM; actives 0.35% (n = 220,000); in the data active = binding response below about 49% or above about 150%; inconclusive = no clear call, values can overlap the other calls; inactive = in between;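 also: fluorescent Galphao held in activated GDP-AlF4 state binding bead-coupled RGS7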
Bcl-2 Bim block: disrupts Bim peptide binding to human Bcl-2; Bead-based flow cytometry, Bim peptide-Bcl-2 binding; P10415; actives 0.06% (n = 190,000); inhibition, % at 10 µM; in the data active = inhibition above about 40%; inconclusive = no clear call, values can overlap the other calls;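 also: 0% = no compound wells with probe peptide and 100% = reference peptide inhibitor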
Bfl-1 Bim block: disrupts Bim binding to human Bfl-1; Q16548; AID 1008; actives 0.12% (n = 190,000); inhibition, % at 10 µM; Bead-based flow cytometry, Bim-Bfl-1 binding inhibition;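 also: 0% = wells without compound plus tracer and 100% = blocker peptide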
An asterisk follows results filed as active; u = inconclusive; x = no result given. Rule as the data show it, unless noted: active = inhibition above about 40%.

SMILES | Avidin bead fluor | ABCB1 inh | RGS4-Gao reg | ABCG2 inh | Bim-Bcl-XL | Bim-Bcl-B | GSH fluor | Bcl-W Bim block | RGS7-Gao | Bcl-2 Bim block | Bfl-1 Bim block
C#CCNC(=O)C1=C[C@@H](c2cn(C(C)=O)c3ccccc23)C[C@@H](OCc2ccc(CO)cc2)O1 | 7 | 16 | 108 | 16 | -1 | -2 | 17 | 2 | 108 | -1 | -5
CCC/C(=N/NC(=O)c1csc(C)c1C)c1ccc(Cl)s1 | 8 | -0.1 | 97 | -1 | -5 | -7 | 4 | -1 | 99 | -7 | -12
CCOC(=O)C1=C(C)NC(=O)NC1c1ccc(OCC(=O)Nc2ccccc2)c(OC)c1 (stereo not given) | 7 | -0.8 | 100 | 2 | -2 | -7 | 19 | 1 | 96 | -7 | -11
COc1ccc(S(=O)(=O)N2CCOCC2)cc1NS(=O)(=O)/C=C/c1ccccc1 | 13 | 0.4 | 104 | 0 | 0 | -1 | 11 | 0 | 99 | -1 | -2
O=S(=O)(c1ccc(Cl)cc1)N1CCn2c1nc1ccccc12 | 9 | 1.1 | 101 | 6 | -3 | 6 | 23 | 0 | 98 | -4 | 6
O=C(NNc1ccccc1)C(=O)NNS(=O)(=O)c1ccc([N+](=O)[O-])cc1 | 19 | 0.1 | 100 | 0 | -3 | -3 | 10 | -1 | 103 | -2 | -7
CC(C)(C)NC(=O)CSc1ccc(C(C)(C)C)cc1 | 25 | 0.1 | 100 | 1 | -4 | -3 | 15 | -1 | 99 | x | 1
N=c1n(CCOc2ccccc2)c2ccccc2n1CCN1CCOCC1 | 8 | 0.4 | 92 | 1 | -4 | -6 | 16 | -1 | 90 | -4 | -2
COCCCNC(=O)CNC(=S)N(Cc1ccc(F)cc1)C1CCCCC1 | 28 | 1.6 | 99 | 22 | -9 | -6 | 23 | -4 | 99 | -10 | -19
CCCCCn1c(=O)c(-c2nc3ccccc3c(=O)[nH]2)c(O)c2ccccc21 | 9 | 0.2 | 100 | 6 | -2 | -1 | 31 | -1 | 103 | -1 | -1
O=c1c2c(nc3c(-c4cccc(Br)c4)c[nH]n13)CCCC2 | 14 | 0.0 | 106 | 16 | -12 | -11 | 31 | -4 | 104 | -7 | -18
COc1ccccc1N1CCN(C(=O)C(Cc2ccccc2)NC(=O)C2CCCCC2)CC1 (stereo not given) | 10 | 3.3 | 101 | 3 | 0 | -8 | 23 | -1 | 103 | -8 | -8
CCOC(=O)c1ccc(NC(=O)CCn2nnc3ccccc32)cc1 | 22 | -0.4 | 100 | 3 | -4 | -5 | 11 | -5 | 99 | 0 | -2
COc1cccc(CNCC(O)(c2ccc(Cl)cc2)c2ccc(Cl)cc2)c1 | 8 | 2.3 | 97 | 3 | 0 | 0 | 25 | -2 | 102 | 0 | 0
COC(=O)/C(C#N)=C/c1c(Oc2cc(C)cc(C)c2)nc2c(C)cccn2c1=O | 13 | 5.1 | 99 | 50 | -4 | -3 | 9 | 0 | 98 | -2 | -1
Cc1cc(OCC(=O)N(C(C)C)C(C)C)cc(C)c1Br | 12 | 0.4 | 103 | 3 | -6 | -3 | 8 | -4 | 103 | 0 | 0
CC12COC3(C(=O)Nc4nccs4)CC1CCC32C (stereo not given) | 28 | 0.7 | 102 | 2 | -2 | 0 | 13 | 2 | 101 | -4 | 0
CCCCC(=O)Nc1ccc(NC(=O)C2CC2)nc1 | 19 | -0.4 | 97 | 13 | -5 | -1 | 18 | -7 | 101 | 1 | -3
Cc1ccc(Cl)cc1N1CCN(C(=O)c2ccc(NS(=O)(=O)c3c(C)noc3C)cc2)CC1 | 7 | -0.5 | 98 | 1 | -1 | -3 | 22 | 0 | 97 | 0 | 0
S=C(NN=C(C1CC1)C1CC1)Nc1ccccc1 | 7 | -0.6 | 101 | -2 | -6 | -4 | 14 | 0 | 100 | 4 | 0
COCC(=O)N(Cc1cc2cc(OC)ccc2[nH]c1=O)c1ccccc1 | 30 | 0.1 | 101 | 0 | 0 | -2 | 13 | 0 | 99 | -4 | -1
CCOC(=O)c1ccc(NC(=S)NN)cc1 | 12 | -0.7 | 98 | 12 | -5 | -26 | 14 | -3 | 94 | -3 | 0
CCOc1cc(/C=N/NC(=O)c2ccncc2)ccc1OS(C)(=O)=O | 13 | 0.8 | 105 | 4 | -3 | -5 | 3 | -2 | 103 | 0 | -1
O=S(=O)(NC1CCCCC1Sc1ncccn1)c1ccc(Cl)cc1 (stereo not given) | 8 | 1.9 | 99 | 8 | 0 | 0 | 9 | 0 | 94 | -1 | 0
O=C(Oc1ccccc1)c1cccc(COC(=O)c2cnccn2)c1 | 18 | -0.1 | 99 | 3 | -3 | -11 | 33 | -4 | 100 | -11 | -16
Cc1ccc(-n2c3nc(=O)[nH]c(=O)c-3cc3cc([N+](=O)[O-])ccc32)cc1 | 55* | 0.4 | 104 | 3 | 6 | -2 | 12 | 2 | 118 | -3 | -15
COc1ccc([N+](=O)[O-])cc1N(CC(=O)N(C)C)S(C)(=O)=O | 9 | 0.1 | 100 | 6 | 0 | 0 | 11 | -2 | 100 | -8 | -5
COc1ccc(C2C(C#N)=C(N)OC3=C2C(=O)CC(C)(C)C3)cc1 (stereo not given) | 9 | 0.2 | 101 | 1 | -2 | -6 | 9 | -4 | 103 | -4 | -8
C=CCSC1=N/C(=C\c2ccc(C(=O)O)cc2)C(=O)S1 | 9 | -0.5 | 99 | 4 | -6 | -4 | 17 | -6 | u | -4 | -3
COc1cc(NC(=S)N2CCN(C(=O)c3ccco3)CC2)c(OC)cc1Cl | 20 | -0.6 | 101 | 29 | -10 | -26 | 8 | -11 | 109 | -9 | 0
COc1ccccc1NC(=O)CSc1nc2c(sc3ccccc32)c(=O)n1CCN(C)C | 11 | 0.7 | 87 | 3 | -4 | -4 | 14 | -3 | 93 | 0 | -4
COc1ccccc1-c1cc(C(F)(F)F)nc(NCc2ccco2)n1 | 18 | 0.0 | 103 | 1 | -1 | -4 | 19 | 0 | 97 | -2 | 0
Cc1cc2c3c(c1)C(C)CC(C)(C)N3C(=O)C2=O (stereo not given) | 9 | 0.3 | 98 | 1 | 2 | -3 | 10 | 0 | 96 | 0 | -3
O=C(c1ccc(F)cc1)N1CCN(c2ccc([N+](=O)[O-])c(N3CCOCC3)c2)CC1 | 16 | 1.5 | 104 | 12 | -11 | 6 | 9 | -7 | 104 | -5 | -15
COc1ccc(S(=O)(=O)N2CCN(Cc3ccc4c(c3)OCO4)CC2)c2ccccc12 | 6 | 0.4 | 102 | 0 | -5 | -9 | 26 | 6 | 100 | -5 | -8
Cc1cc(C(=O)OCC(=O)Nc2sc3c(c2C#N)CCC(C)C3)c2ccccc2n1 (stereo not given) | 12 | 0.2 | 95 | 1 | -5 | -9 | 12 | -2 | 97 | -6 | -8
O=C(CCC(=O)c1cccs1)c1cccs1 | 3 | 0.0 | 98 | 2 | -2 | -1 | 15 | -1 | 100 | -3 | -2
Clc1ccc2[nH]c3c(NCC4CCCO4)ncnc3c2c1 (stereo not given) | 35 | 0.4 | 97 | 1 | -2 | -4 | 12 | -4 | 103 | -3 | -2
CSC1=C(C#N)C(C)CC(=O)N1 (stereo not given) | 9 | 1.4 | 99 | 9 | 0 | -2 | 19 | -1 | 101 | -1 | 0
COc1ccc(F)cc1C(=O)C1CCCN(Cc2ccc(Oc3ncccn3)cc2)C1 (stereo not given) | 9 | 0.9 | 105 | 1 | 1 | -1 | 22 | 0 | 99 | 2 | -6
O=C(O)c1ccc(S(=O)(=O)Cc2ccccc2)cc1 | 36 | 0.1 | 99 | 0 | 0 | -4 | 12 | -4 | 106 | 1 | -3
COc1ccc(C(CC(=O)O)NS(=O)(=O)c2ccc(C)cc2)cc1OC (stereo not given) | 0 | 0.4 | 21* | 1 | -6 | -6 | 36 | -3 | 12* | -6 | -8
COc1ccc(N(CC(=O)Nc2cc(C)cc(C)c2)S(=O)(=O)c2ccccc2[N+](=O)[O-])c(OC)c1 | 11 | 0.3 | 100 | 2 | -5 | -7 | 10 | -4 | 96 | -2 | -2
CN(CC(=O)Nc1ccc(Cl)cc1)Cc1cc(=O)n2ccsc2n1 | 6 | 3.0 | 103 | 27 | 2 | 0 | 11 | 0 | 96 | 3 | 2
CCOC(=O)CN1C(=O)C(CC)Oc2ccccc21 (stereo not given) | 21 | 1.7 | 104 | 21 | -9 | -13 | 23 | -4 | 102 | -10 | -20

Two records picked at random from those above:
SMILES | Avidin bead fluor | ABCB1 inh | RGS4-Gao reg | ABCG2 inh | Bim-Bcl-XL | Bim-Bcl-B | GSH fluor | Bcl-W Bim block | RGS7-Gao | Bcl-2 Bim block | Bfl-1 Bim block
CC12COC3(C(=O)Nc4nccs4)CC1CCC32C (stereo not given) | 28 | 0.7 | 102 | 2 | -2 | 0 | 13 | 2 | 101 | -4 | 0
O=C(Oc1ccccc1)c1cccc(COC(=O)c2cnccn2)c1 | 18 | -0.1 | 99 | 3 | -3 | -11 | 33 | -4 | 100 | -11 | -16

Additional entries
SMILES | Avidin bead fluor | ABCB1 inh | RGS4-Gao reg | ABCG2 inh | Bim-Bcl-XL | Bim-Bcl-B | GSH fluor | Bcl-W Bim block | RGS7-Gao | Bcl-2 Bim block | Bfl-1 Bim block
COc1ccc(N2CCN(C(=O)c3ccc(NS(=O)(=O)c4ccccc4)cc3)CC2)cc1 | 32 | 1.2 | 100 | 83* | -10 | -10 | 26 | -4 | 97 | -12 | -25
Cn1c(CN2CCCC2)nc2cc(NC(=O)COc3ccccc3)ccc21 | 38 | 0.5 | 103 | 3 | -4 | -7 | 13 | 0 | 100 | 0 | -1
c1ccc(CNc2nc3ccccc3n3cnnc23)nc1 | 5 | 0.1 | 99 | 2 | -4 | -5 | 12 | -6 | 100 | -4 | -6
CCn1c2ccccc2c2cc(CN3CCN(S(=O)(=O)Cc4ccccc4)CC3)ccc21 | 13 | 2.1 | 114 | 7 | -8 | -10 | 7 | -6 | 109 | -7 | -8
CCn1cc(C(=O)NCC(=O)OC)c2cc(OC)c(OC)cc2c1=O | 15 | -0.1 | 101 | 1 | -1 | 3 | 22 | 1 | 100 | 0 | 0
CC1(C)CC(CC(=O)NC(=S)Nc2ccc([N+](=O)[O-])cc2)C(=O)O1 (stereo not given) | 7 | -0.1 | 102 | 0 | 0 | -1 | 18 | -2 | 100 | -3 | -2
Cc1ccc(CC(CC(=O)O)C(=O)NCC23CC4CC(CC(C4)C2)C3)cc1 (stereo not given) | 9 | 0.3 | 100 | 2 | -3 | -1 | 18 | 0 | 97 | -1 | -2
COc1cc(S(=O)(=O)n2cnc(C)c2)ccc1Br | 10 | 0.6 | 90 | 1 | 4 | -1 | 30 | 2 | 86 | 6 | -2
CCN1C(=O)c2cccc3c(S(=O)(=O)Nc4ccccn4)ccc1c23 | 7 | -1.8 | 97 | -1 | 2 | -8 | 27 | -2 | 99 | -6 | -12
Cn1nc(-c2ccccc2)c(C(O)c2ccccc2C(F)(F)F)c1Cl (stereo not given) | 39 | 0.2 | 108 | 2 | -1 | 2 | 13 | 2 | 107 | 0 | -2

Four of the entries above in order of their number in Bcl-2 Bim block, largest number first:
structure	Bcl-2 Bim block
Cn1nc(-c2ccccc2)c(C(O)c2ccccc2C(F)(F)F)c1Cl (stereo not given)	0
CC1(C)CC(CC(=O)NC(=S)Nc2ccc([N+](=O)[O-])cc2)C(=O)O1 (stereo not given)	-3
CCn1c2ccccc2c2cc(CN3CCN(S(=O)(=O)Cc4ccccc4)CC3)ccc21	-7
COc1ccc(N2CCN(C(=O)c3ccc(NS(=O)(=O)c4ccccc4)cc3)CC2)cc1	-12

Source: PubChem (NMMLSC)

Not a hit list (roughly 1.3% active in at least one column).
